From PubChem
PrPC surface inh = cell surface PrPC inhibition, primary TR-FRET screen. P04156. inhibition, % at 13.8 µM. TR-FRET read-out. 0.43% of 370,000 active; in the data active means inhibition above about 24%; further: 0% = median of the test wells and 100% = reference compound wells
Rv3671c protease = Rv3671c (M. tuberculosis) protease inhibition | inhibition, % at 5.96 µM | 0.048% of 320,000 active; in the data active means inhibition above about 38%;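 further: extracellular domain of Rv3671c used as enzyme; 0% = enzyme with DMSO and 100% = no enzyme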
Target sequence (P9WHR9 whole entry, looked up, the tested form may be a part): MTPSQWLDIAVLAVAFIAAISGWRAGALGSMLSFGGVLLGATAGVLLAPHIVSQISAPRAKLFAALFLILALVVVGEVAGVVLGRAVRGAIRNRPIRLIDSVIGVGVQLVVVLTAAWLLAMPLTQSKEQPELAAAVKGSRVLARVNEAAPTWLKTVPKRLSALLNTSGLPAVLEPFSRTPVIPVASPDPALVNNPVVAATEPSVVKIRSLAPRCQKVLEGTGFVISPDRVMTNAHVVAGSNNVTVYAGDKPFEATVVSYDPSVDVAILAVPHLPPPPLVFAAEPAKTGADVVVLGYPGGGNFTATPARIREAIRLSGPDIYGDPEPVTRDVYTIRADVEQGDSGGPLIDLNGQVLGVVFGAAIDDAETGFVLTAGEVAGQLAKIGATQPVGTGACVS
MazF activator = MazEF (E. coli) toxin RNase activation; P0AE70; FAM/BHQ RNA-DNA oligo cleavage fluorescence, 5 h; activation, % at 20 µM; 0.32% of 350,000 active; AID 504720; in the data active means activation above about 50%
Target sequence (P0AE70 whole entry, looked up): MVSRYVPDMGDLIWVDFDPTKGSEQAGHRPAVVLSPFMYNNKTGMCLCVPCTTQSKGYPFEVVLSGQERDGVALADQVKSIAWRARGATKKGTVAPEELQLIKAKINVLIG
DUSP3 inh = inhibitors of human VHR1 phosphatase (DUSP3); inhibition, % at 13.3 µM; 0.52% of 290,000 active; recombinant VHR phosphatase, pNPP absorbance; P51452; in the data active means inhibition above about 50%; further: some compounds called inactive have numbers as strong as hits
Target sequence (P51452 whole entry, looked up): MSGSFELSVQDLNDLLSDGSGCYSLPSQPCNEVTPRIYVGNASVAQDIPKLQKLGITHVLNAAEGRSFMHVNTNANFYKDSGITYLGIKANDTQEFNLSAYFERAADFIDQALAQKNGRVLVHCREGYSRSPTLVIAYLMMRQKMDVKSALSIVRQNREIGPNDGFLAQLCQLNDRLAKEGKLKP
PriA SSB inh = inhibitors of Klebsiella pneumoniae PriA binding to SSB C-terminal tail; AlphaScreen SSBct-PriA binding, biotinylated peptide; inhibition, % at 33 µM; 0.6% of 430,000 active; AID 1272365; in the data active means inhibition mostly above about 37%, no sharp cut-off; inactive means mostly below about 20%;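 further: plate controls were negative control peptide for no effect and reference peptide for full effect; strong numbers were not always called active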
BoNT-F LC inh = inhibitors of Botulinum neurotoxin F light chain protease; Multiplex microsphere protease cleavage assay, flow cytometry; 0.22% of 360,000 active; inhibition, % at 10 µM; AID 588497; in the data active means inhibition above about 35%, passing the limit was not always enough; inconclusive means no clear call, values can overlap the other calls; further: plate controls were buffer without enzyme for full effect and enzyme alone for no effect
BoNT A protease = BoNT A light chain protease inhibition; inhibition, % at 10 µM; 0.17% of 360,000 active; AID 588499; multiplex microsphere protease substrate cleavage, flow cytometry; further: plate controls were buffer without enzyme for full effect and enzyme alone for no effect
Anthrax LF prot = blocks Bacillus anthracis lethal factor protease; P15917; multiplex microsphere protease cleavage assay, LF; inhibition, % at 10 µM; 0.12% of 360,000 active; further: plate controls were buffer without enzyme for full effect and enzyme alone for no effect
CCHFV vOTU inh = CCHFV vOTU protease inhibition. 0.55% of 370,000 active. inhibition, % at 11.5 µM. AID 651958. Pep-AMC fluorescence; in the data active means inhibition above about 30%; further: 0% = vehicle wells with enzyme and 100% = no enzyme wells
3CLpro inhibitor = SARS-CoV 3CLpro protease inhibition | inhibition, % at 6 µM | 0.14% of 290,000 active | recombinant SARS-CoV 3CLpro, quenched FRET peptide cleavage | P0C6X7; in the data active means inhibition above about 12%
Active calls of the source: *; ? = inconclusive; . = not tested or not shown; & = joins results of further samples. Unless noted, no stated cut-off is given here; in the data, active means inhibition above about 30%; inconclusive means no clear call, values can overlap the other calls; inactive means below that. These rows are one share of the data; count on the stated rates, not on these rows.

SMILES | PrPC surface inh | Rv3671c protease | MazF activator | DUSP3 inh | PriA SSB inh | BoNT-F LC inh | BoNT A protease | Anthrax LF prot | CCHFV vOTU inh | 3CLpro inhibitor
CCOc1cc(/C=N/O)ccc1OCC(=O)Nc1cccc(C)c1 | 7 | -6 | -5 | 10 | . | 0 | -0.7 | -2 | -9 | 1
C=CCOCC(O)CS(=O)(=O)Cc1ccc(Cl)cc1 (configuration not stated) | -5 | 2 | 3 | 33 | -8 | -4 | -0.2 | -4 | -5 | -3
CC(NC(=O)CC12CC3CC(CC(C3)C1)C2)C(=O)O (configuration not stated) | -3 | -2 | 12 | 11 | -11 | 0 | -0.1 | 3 | -3 | 2
CCOc1cccc(C(=O)Nc2ccccc2OC(F)F)c1 | -2 | 2 | 4 | 4 | -17 | -5 | -0.8 | -1 | 9 | 6
CS(=O)(=O)N(CC(=O)N/N=C/c1ccc(OCC(=O)N2CCOCC2)cc1)c1ccccc1Cl | -8 | -6 | -10 | -4 | . | 5 | 0.1 | -1 | -13 | 0
CCOC(=O)/C(C#N)=N/Nc1ccc(S(=O)(=O)N2CCc3ccccc32)cc1 | 5 | -7 | 1 | -7 | . | -2 | 0.5 | -2 | 9 | 6
CCC(=O)c1ccccc1OCCN1C(=O)NC(C)(C)C1=O | -1 | -8 | 1 | -4 | -1 | 5 | 0.2 | -3 | -14 | -1
O=C(CN1C(=O)CC(c2ccco2)Sc2ccccc21)NC1CCCCC1 (configuration not stated) | -4 | -1 | 3 | 7 | -16 | -8 | -0.6 | -1 | 26 | 0
Cc1ccc(-c2csc(-c3c[nH]c4ccccc34)n2)c(C)c1 | 4 | 0 | -2 | 10 | 2 | -14 | -0.4 | -3 | 7 | -10
COc1cccc(C(=O)Oc2ccc3ccc(=O)oc3c2)c1 | -4 | 6 | -11 | 18 | 8 | 5 | 1.2 | 13 | -125 | 9
CCCCc1c(O)nc2sc3cc(OC)ccc3n2c1=O | 4 | 6 | 10 | 9 | -17 | -15 | -0.9 | -2 | 8 | -4
CC(=O)N1CCN(CC(O)COc2ccc(S(=O)(=O)N3CCOCC3)cc2)CC1 (configuration not stated) | -3 | 6 | -11 | . | -2 | 1 | 0.4 | 8 | 2 | .
C=CCN1C(=O)c2ccc(C(=O)NCCOc3ccccc3F)cc2C1=O | -7 | -7 | 3 | . | -9 | -4 | -3.3 | -4 | -2 | .
Cc1cccc(NC(=O)c2cc([N+](=O)[O-])ccc2N2CCN(C)CC2)c1 | -22 | -7 | 5 | 13 | -5 | -1 | -1.6 | -4 | 7 | -2
O=C(Cc1cccs1)Nc1nnc(SCc2cccc3ccccc23)s1 | -1 | 7 | -4 | -25 | -12 | 1 | 0.4 | 4 | 9 | -1
O=C(COc1ccccc1F)Nc1ccc2c(c1)CCC2 | 5 | 7 | 5 | . | -7 | 1 | 0.4 | -3 | -9 | .
C/C(=N\NC(=O)CCc1ccc(S(=O)(=O)N2CCOCC2)cc1)c1ccc(Br)cc1 | 0 | 0 | 6 | 0 | . | -6 | 0.2 | -1 | 5 | 2
CCN(Cc1ccccc1)C(=O)C1CCC(CNc2c(N3CCOCC3)c(=O)c2=O)CC1 (configuration not stated) | -4 | 4 | 10 | -17 | -2 | -2 | -0.2 | -8 | -8 | 0
Cc1cc(Cl)ccc1OCC(=O)NNC(=O)c1ccc(=O)[nH]c1 | -3 | 8 | 0 | . | -18 | -3 | -0.1 | 2 | 3 | .
COC(=O)c1cn(NC(=O)Cc2ccc(Cl)c(Cl)c2)c(=O)c2ccccc12 | 10 | -11 | -8 | 14 | -3 | -18 | -0.4 | 1 | 0 | -2
O=C(NNC1=NC2(CCCC2)Cc2ccccc21)c1ccncc1 | -8 | 4 | -8 | -1 | 8 | -1 | -0.8 | -1 | 11 | 5
CSc1nc2c(c(=O)n1C)SC(C)C2 (configuration not stated) | -1 | 0 | -3 | 24 | -6 | 0 | -0.2 | 1 | 2 | -2
O=C(CSc1nc(=O)n(CCCN2CCOCC2)c2c1CCCC2)Nc1cccc(Cl)c1 | -5 | 3 | 1 | . | -1 | -2 | 0.2 | -7 | 4 | .
O=C(Nc1ccccc1)c1cc(C2CCCN(C(=O)c3ccc4c(c3)CCO4)C2)on1 (configuration not stated) | 2 | . | . | . | . | -5 | 0.1 | 1 | 11 | .
CC1(C)C(=O)OC(C(=O)c2ccc(Cl)cc2)C(C)(C)C1=O (configuration not stated) | 3 | 3 | 5 | -4 | -4 | 0 | 0.6 | -3 | 3 | 0
SMILES | PrPC surface inh | Rv3671c protease | MazF activator | DUSP3 inh | PriA SSB inh | BoNT-F LC inh | BoNT A protease | Anthrax LF prot | CCHFV vOTU inh | 3CLpro inhibitor
O=C(O)COc1ccc(Br)cc1C(c1c(C(=O)O)[nH]c2ccccc12)c1c(C(=O)O)[nH]c2ccccc12 | . | 3 | -14 | 2 | 8 | 31 | 1.8 | 5 | . | 13*
Nc1ccccc1C(=O)NCc1ccc(F)cc1 | -5 | 7 | -2 | 30 | 0 | 0 | -0.1 | -1 | -47 | 7
O=C(OCc1nnc(-c2ccccc2)o1)c1cccnc1Cl | 4 | 1 | -1 | -1 | -14 | -3 | 0.1 | 4 | -5 | 1
COc1ccc(S(=O)(=O)/N=C2/NC(=O)/C(=C\c3ccco3)S2)cc1 | 0 | -16 | -8 | 21 | . | -3 | -0.2 | 0 | 29 | 5
CCOC(=O)C(=O)/C(=C\N(C)C)c1onc(-c2ccccc2)c1C(=O)OC | 2 | 5 | -10 | -5 | -20 | -15 | -1.2 | -2 | 11 | -4
CC(C(=O)Nc1nccs1)N1C(=O)C2CC=CCC2C1=O (configuration not stated) | 6 | 1 | 7 | 31 | -21 | -12 | -1.9 | -5 | -4 | -2
O=C(/C=C/c1cccs1)NC1CC1 | -10 | -13 | 5 | 34 | -9 | -7 | -0.2 | -1 | 18 | 3
NNC(=O)c1csc(-c2cccc(C(F)(F)F)c2)n1 | -8 | 6 | -2 | 16 | 4 | 1 | -0.3 | -1 | -16 | 3
C=CCN(CC(O)c1cccc([N+](=O)[O-])c1)C(C)CCc1ccccc1 (configuration not stated) | -6 | 12 | -8 | 5 | -1 | . | . | . | 16 | 1
C=CCON/C(CCC)=C1\C(=O)CC(C)(C)CC1=NC | 5 | 9 | 3 | 5 | . | -2 | 0.0 | 2 | -1 | 6
Cc1cc(C)n(CCNS(=O)(=O)c2ccc(Cl)cc2)n1 | -3 | -1 | 0 | 2 | -3 | 4 | -0.8 | 1 | -18 | 8
CC(C)(C)NC(=O)COc1ccc(CNn2nnnc2N)cc1 | -3 | -1 | 9 | 26 | -2 | 2 | -0.3 | 2 | -9 | 1
Cc1cc(C)n(-c2n[nH]c(C)c2[N+](=O)[O-])n1 | 6 | -2 | 1 | 15 | -12 | -2 | -0.5 | 1 | 1 | 8
COc1ccccc1C(=O)NCCC(=O)Nc1nc2ccccc2[nH]1 | 2 | 0 | -2 | . | -3 | 13 | 6.3 | 1 | 2 | .
COc1ccc2cc(C3(C)NC(=O)N(CC(=O)NCCC4=CCCCC4)C3=O)ccc2c1 (configuration not stated) | -2 | -2 | -3 | 12 | -12 | 8 | 1.7 | 7 | -1 | 0
O=Cc1ccc(OCCCOc2cccc3cccnc23)cc1 | -9 | 0 | -8 | 16 | -2 | ? | ? | -1 | 1 | -6
Cc1cc(C)n(Cc2cnc(N3CCOCC3)s2)n1 | 1 | 4 | 7 | 13 | -6 | 1 | -0.9 | -3 | -4 | 5
O=c1[nH]n(-c2ccccc2)c(=O)c2ccccc12 | -7 | -9 | 6 | 30 | -2 | 0 | -0.1 | -11 | -7 | -5
Cc1nc(C)c(C(=O)C2=C(O)C(=O)N(CCN(C)C)C2c2ccco2)s1 (configuration not stated) | -6 | -1 | 6 | 2 | -6&-2 | -2 | 0.8 | 6 | 8 | 1
Cc1cccc(NC(=O)COC(=O)CCCC2=NS(=O)(=O)c3ccccc3N2)c1 | -1 | -1 | -4 | 2 | -3 | 0 | 0.7 | 0 | -17 | 2
CCCCN1Cc2cc(C(=O)c3cc(OC)ccc3O)cnc2NC1=O | -7 | -7 | 5 | 3 | -4 | -2 | 0.6 | 1 | 7 | 3
COC(=O)c1cc(NC(=O)c2ccco2)ccc1N1CCOCC1 | 4 | -2 | 9 | 40 | -1 | ? | -4.0 | -6 | 4 | 2
COc1ccc(C2C(C(=O)Nc3ccccc3OC)=C(C)Nc3ncnn32)cc1 (configuration not stated) | 0 | 5 | 0 | 29 | -2 | -5 | -1.6 | -10 | -4 | 3
CCc1nc2ccccc2n1Cc1ccc(F)cc1 | 6 | -3 | -4 | 22 | -5 | -8 | -0.5 | -8 | -21 | 0
COc1ccc(CCC(=O)OCC(=O)c2ccc(C)cc2)cc1 | -2 | 9 | -2 | -1 | -32 | -14 | -1.5 | -9 | 15 | 4

Single entries from above.
`Cc1nc(C)c(C(=O)C2=C(O)C(=O)N(CCN(C)C)C2c2ccco2)s1` (configuration not stated) in Anthrax LF prot → 6
`Nc1ccccc1C(=O)NCc1ccc(F)cc1` in 3CLpro inhibitor → 7

Other compounds:
SMILES | PrPC surface inh | Rv3671c protease | MazF activator | DUSP3 inh | PriA SSB inh | BoNT-F LC inh | BoNT A protease | Anthrax LF prot | CCHFV vOTU inh | 3CLpro inhibitor
O=C(CSc1nc(=O)n2ccccc2n1)N1CCCCCC1 | 5 | -4 | -2 | . | 1 | . | . | . | 1 | .
C=CCn1c(Cc2c(C)[nH]c3ccccc23)nnc1SCC(=O)NCc1ccc(F)cc1 | 7 | 2 | 5 | 4 | 7 | -26 | -1.9 | 1 | 7 | 4
CC(=O)N1CC(C)Sc2ccc(S(=O)(=O)NCc3ccc(Cl)cc3)cc21 (configuration not stated) | 5 | -2 | 11 | 11 | -14 | -1 | 0.2 | -1 | 8 | -2
Cc1ccccc1-c1cnc(C(O)c2ccc(C(C)(C)C)cc2)[nH]1 (configuration not stated) | -10 | . | . | . | . | -8 | -1.2 | -8 | 9 | .
CCc1ccccc1NC(=O)CN(c1cccc(OC)c1)S(C)(=O)=O | -1 | -2 | -15 | -2 | -7 | 21 | 2.9 | 5 | -12 | 0
N#Cc1ccc(COC(=O)C2CC(=O)N(CCc3ccccc3)C2)cc1 (configuration not stated) | -1 | . | -5 | . | -11 | 0 | 0.4 | -2 | -5 | .
Cc1ccc(S(=O)(=O)N2CCCc3cc(NC(=O)c4c(F)cccc4F)ccc32)cc1 | 5 | -50 | 5 | -2 | -3 | 14 | -0.4 | 2 | -19 | 11
COc1ccc(S(=O)(=O)N(CC(=O)N2CCOCC2)c2ccc(F)cc2)cc1OC | 7 | -13 | 9 | 20 | -7 | 1 | 0.4 | 2 | -2 | 2
CCOc1cc(CNCCc2ccc(S(N)(=O)=O)cc2)cc(Cl)c1OCc1ccccc1 | . | -2 | -7 | 21 | 4 | -28 | -1.6 | -7 | . | 3
Cc1ccc(S(=O)(=O)NC(=O)C2(C)CCN2C(=O)Cc2ccc(Cl)cc2Cl)nc1 (configuration not stated) | 5 | . | . | . | . | -7 | -0.3 | 2 | -3 | .
CCN(CC)C(=O)COc1c(-c2ccco2)oc2ccccc2c1=O | -2 | 4 | -9 | 5 | -1 | -17 | -2.3 | 5 | -30 | -3
CCOC(=O)C1=C(Nc2ccc(OC)cc2)OCC1=O | 0 | -5 | 0 | -2 | -3 | 0 | 0.4 | 6 | -1 | 0

Part of the list above, showing only MazF activator, CCHFV vOTU inh and Anthrax LF prot:
smiles | MazF activator | CCHFV vOTU inh | Anthrax LF prot
CC(=O)N1CC(C)Sc2ccc(S(=O)(=O)NCc3ccc(Cl)cc3)cc21 (configuration not stated) | 11 | 8 | -1
Cc1ccccc1-c1cnc(C(O)c2ccc(C(C)(C)C)cc2)[nH]1 (configuration not stated) | . | 9 | -8
CCc1ccccc1NC(=O)CN(c1cccc(OC)c1)S(C)(=O)=O | -15 | -12 | 5
N#Cc1ccc(COC(=O)C2CC(=O)N(CCc3ccccc3)C2)cc1 (configuration not stated) | -5 | -5 | -2
Cc1ccc(S(=O)(=O)N2CCCc3cc(NC(=O)c4c(F)cccc4F)ccc32)cc1 | 5 | -19 | 2
